From PubChem
12-LOX inh: inhibitors of human 12S-lipoxygenase ALOX12 | 1.1% of 580,000 active | Potency, µM (doses to about 108 µM), for the others: at the top dose activity change, negative = inhibition, hits mostly inhibitors | purified 12hLO, xylenol orange hydroperoxide absorbance; active = well fitted inhibition curve with a large enough effect; inconclusive = small, poorly fitted or top-dose-only effect, or another doubt; inactive = no such curve, though single readings can be large or run the other way
Target sequence (P18054 whole entry, looked up): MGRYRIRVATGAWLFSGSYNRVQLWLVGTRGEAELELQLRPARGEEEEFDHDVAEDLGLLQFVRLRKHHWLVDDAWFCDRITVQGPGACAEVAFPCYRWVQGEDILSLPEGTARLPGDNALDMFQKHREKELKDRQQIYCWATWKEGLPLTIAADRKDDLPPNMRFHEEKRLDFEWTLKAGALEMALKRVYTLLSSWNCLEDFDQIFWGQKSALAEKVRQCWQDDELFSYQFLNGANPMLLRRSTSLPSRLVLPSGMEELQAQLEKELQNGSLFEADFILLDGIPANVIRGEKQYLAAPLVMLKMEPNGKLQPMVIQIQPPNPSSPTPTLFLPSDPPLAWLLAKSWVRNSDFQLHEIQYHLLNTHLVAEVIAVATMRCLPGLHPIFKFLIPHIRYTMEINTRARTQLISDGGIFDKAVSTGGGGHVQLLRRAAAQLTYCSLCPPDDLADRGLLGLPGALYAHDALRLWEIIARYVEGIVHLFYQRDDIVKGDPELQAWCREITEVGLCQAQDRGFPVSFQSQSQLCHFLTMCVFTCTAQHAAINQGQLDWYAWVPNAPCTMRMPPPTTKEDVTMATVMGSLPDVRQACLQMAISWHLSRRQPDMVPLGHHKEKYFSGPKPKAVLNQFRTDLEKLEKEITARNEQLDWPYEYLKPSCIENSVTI
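Purified human 12hLO at 150 nM in 25 mM Hepes, 0.01% Triton X-100, pH 7.0, preincubated 15 min at room temperature with compound. Reaction started with 40 uM arachidonic acid, 30 min at room temperature. Hydroperoxide measured by Fe-xylenol orange, 573/405 nm absorbance ratio.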
Numbers without * were called inactive; ? = inconclusive; [ ] = another dose, or the depositor's remark. % is scaled to controls: 0 for no effect and ±100 for the full control effect; potency is read from the fitted curve at half-maximal effect. The list is partial (hit frequency here may not be typical).

The first three entries, to show the layout:
SMILES	12-LOX inh
CCOC(=O)c1c(S(=O)(=O)N2CCCCC2)nn(C)c1C	?
O=C(/C=C/c1ccc(-c2cc(Cl)ccc2Cl)o1)c1ccc(Cl)cc1	?
Cc1cc(SCc2cccc(F)c2)c2ccccc2n1	?

The listing (from the top)
SMILES	12-LOX inh
CCOC(=O)c1c(S(=O)(=O)N2CCCCC2)nn(C)c1C	?
O=C(/C=C/c1ccc(-c2cc(Cl)ccc2Cl)o1)c1ccc(Cl)cc1	?
Cc1cc(SCc2cccc(F)c2)c2ccccc2n1	?
CC(C)CN1CCOC[C@H](Oc2ccc(C(F)(F)F)cc2)C1	22%[176 µM]
COC(=O)[C@]12CCCCC=C1N(CCc1ccc(OC)c(OC)c1)C(=O)[C@H](CC(=O)N1CCSCC1)C2	-8%
O=C1Nc2ccc(-c3ccc4c(c3)OCO4)cc2C(=O)N2CCN(C(=O)C3CCCC3)C[C@@H]12	2%
CCC(C)NC(=O)NC1CCN(c2nc3ccccc3n(CC)c2=O)CC1 (stereo not drawn)	-4%
CCC(=O)NCc1ccc(-c2nc3ccccc3s2)cc1	-12%
C[C@@H]1CN(Cc2nnnn2CC(=O)NCCCn2cccn2)C[C@H](C)O1	?
Cc1cccc(COc2ccc(/C=C(\C#N)c3nc4ccccc4[nH]3)cc2)c1	?

A stretch taken from the entries so far:
SMILES	12-LOX inh
O=C1Nc2ccc(-c3ccc4c(c3)OCO4)cc2C(=O)N2CCN(C(=O)C3CCCC3)C[C@@H]12	2%
CCC(C)NC(=O)NC1CCN(c2nc3ccccc3n(CC)c2=O)CC1 (stereo not drawn)	-4%
CCC(=O)NCc1ccc(-c2nc3ccccc3s2)cc1	-12%
C[C@@H]1CN(Cc2nnnn2CC(=O)NCCCn2cccn2)C[C@H](C)O1	?
Cc1cccc(COc2ccc(/C=C(\C#N)c3nc4ccccc4[nH]3)cc2)c1	?

Carrying on:
SMILES	12-LOX inh
Cc1ccc(C(=O)OC(C)C(=O)NC(=O)NC2CC2)c(O)c1 (stereo not drawn)	-3%
CC(=O)c1ccc(NC(=O)N[C@H]2CO[C@H]3[C@@H]2OC[C@@H]3n2nnnc2-c2ccc(N(C)C)cc2)cc1	0%
O=C(NCc1ccc2c(c1)OCO2)c1nc(-c2cc(Cl)cc(Cl)c2)c2ccccn12	54%[activator]
CCNc1c(NC(=O)Nc2ccccc2F)c(=O)oc2ccccc12	?
CC(NC(=O)C1CCCCC1)C12CC3CC(CC(C3)C1)C2 (stereo not drawn)	36%[activator]
CN(C)C(=O)c1ccc(-c2ccccc2S(=O)(=O)NC(C)(C)C)s1	-18%
O=C(O)c1cc(Br)ccc1Cl	?
O=C(C1CCCC1)N1CCC2(CC1)NCc1ccccc1NC2=O	-2%[6.33 µM]
Cc1csc(NC(=O)c2cnc3c(c2)N(C(=O)CCc2ccccc2)CCC3)n1	-1%[176 µM]
CCN(CC)C(=O)[C@@H](C)C1CC[C@@]2(C)Cc3sc(N)nc3[C@@H](C)[C@@H]2[C@H]1O (stereo partly drawn)	48%[activator][176 µM]
C=CCC1Cc2c(N)cccc2C(CC=C)N1 (stereo not drawn)	?
Cc1oc2cc(OCC(N)=O)ccc2c(=O)c1Oc1ccc(C(C)C)cc1	-30%
COC(=O)C1=CO[C@@H](O)[C@@H]2C(CO)=CC[C@@H]12	-5%[57.4 µM]
COc1ccc(-c2nc3c(c(SC(C)C(=O)Nc4ccc(C)cc4)n2)COC(C)(C)C3)cc1 (stereo not drawn)	-29%
CCn1c(SCC(=O)c2sc3ccccc3c2C)nnc1C1CC1	?
CC(C)CN=C1S[C@H]2[C@H]([C@@H](O)[C@H](O)C[C@@H]2C(N)=O)N1Cc1ccc(F)cc1	9%[176 µM]
COC(=O)c1cccc(NC(=O)Nc2cc(-c3nc4cc(C)ccc4o3)ccc2OC)c1	-17%
CCN(C(=O)c1cnc(N2CCOCC2)c2ccccc12)c1ccccc1C	28%
CC(C)(C)NC(=O)NC(=O)CSC1=Nc2ccccc2CS1	-14%
O=C(Nc1ccccc1)N1c2ccccc2SC1c1ccco1 (stereo not drawn)	6%
COc1cccc(CN2C[C@@H](CO)[C@H](NC(=O)C3CC3)C2)n1	111%[activator]
Cc1ccc2nc(-c3ccc(F)cc3)c(CN3CCCC(C(N)=O)C3)cc2c1 (stereo not drawn)	?
CC(C)NC(=O)CC1=C2CCCCC2N(C)C1=O (stereo not drawn)	17%
O=C(/C=C/c1cc(Cl)cc(Cl)c1)NC1CCC(O)CC1 (stereo not drawn)	-16%
O=C(COC(=O)c1ccccc1OCc1ccccc1)Nc1ccc(F)cc1	-6%
N#Cc1ccc(C(=O)N2C[C@@H]3C[C@H](C2)c2ccc(-c4cc5ccccc5s4)c(=O)n2C3)cc1	10%
CCOc1ccc(-c2cc(C(=O)O)c3ccccc3n2)cc1OCC	?
CC(Sc1nnc(CCC(N)=O)n1C1CC1)C(=O)c1c[nH]c2ccccc12 (stereo not drawn)	?
COc1ccc(C(CNC(=O)CCc2nnc(-c3ccsc3)o2)N(C)C)cc1 (stereo not drawn)	7%
Cc1cc(CSc2ncccc2C(=O)Nc2ccnn2Cc2ccccn2)no1	6%

An excerpt from above in order of length of the SMILES, highest first.
SMILES	12-LOX inh
N#Cc1ccc(C(=O)N2C[C@@H]3C[C@H](C2)c2ccc(-c4cc5ccccc5s4)c(=O)n2C3)cc1	10%
COc1cccc(CN2C[C@@H](CO)[C@H](NC(=O)C3CC3)C2)n1	111%[activator]
Cc1cc(CSc2ncccc2C(=O)Nc2ccnn2Cc2ccccn2)no1	6%

The listing continues.
SMILES	12-LOX inh
Cc1cc(Cl)ccc1C(O)c1ncc(-c2ccc3ccccc3c2)[nH]1 (stereo not drawn)	?
CCOc1ccccc1NC(=O)COC(=O)c1oc2ccc(Br)cc2c1C	13%
COc1ccc(C(=O)N2CCN3C(=O)N(Cc4ccccc4)C[C@H]3C2)cc1	9%[176 µM]
CC1(C(=O)Nc2ccc3c(c2)OCCO3)CCN1Cc1csc2ccccc12 (stereo not drawn)	-29%
CC(C)(C)NC(=O)CC1(C(=O)NCC2(c3ccccc3)CC2)CCCC1	9%
O=C(Cn1nnc(-c2ccc(F)cc2)n1)N1N=C(c2cccs2)CC1c1cccs1 (stereo not drawn)	27%
Fc1ccc(-c2csc3ncnc(Sc4nnc(C5CC5)o4)c23)cc1	83%[activator]
O=C(Cn1nc2c(cc1=O)CCCCC2)NCCc1ccccn1	37%
CC(C)N(C)S(=O)(=O)N(C)CC1COc2ccccc2O1 (stereo not drawn)	16%
NS(=O)(=O)c1ccc(N/N=C/c2ccc(Cl)cc2)c([N+](=O)[O-])c1	-2%
COCC(=O)N1C[C@@H](COc2cccnc2)[C@H](c2ccccn2)C1	?
O=C(Cc1ccc(N(Cc2ccccc2)C(=O)c2ccco2)cc1)NCc1ccco1	9%
COc1ccc(CNC(=O)Nn2cnc3ccccc32)cc1OC	-10%
CCC1c2nccn2CCCN1C(=O)COc1ccc(F)cc1 (stereo not drawn)	39%[activator]
CCC(=O)N1C[C@@H]2CCCN3CCC[C@@H]([C@H]23)[C@H]1CCCC(=O)NCC1CC1	89%[activator]
O=C(N[C@H]1[C@H]2CCO[C@H]2[C@@H]1N1CCCCC1)c1ccccc1-c1nn[nH]n1	19%
Cc1nc(C)c(C(=O)N2CCC(N3C(=O)C4(CCCC4)C3c3ccccc3)CC2)s1 (stereo not drawn)	58%[activator]
COCCNC(=O)c1cc(-c2ccc3c(c2)OCCO3)nc2ccccc12	-61%
O=C1CC(c2ccccc2)N(C(=O)NC2CCCCC2)CCCCCN1 (stereo not drawn)	12%
C[C@@H]1CN(C[C@@H]2CN(C(=O)C3CCC3)C[C@@H]2CO)C[C@H](C)O1	27%
CCNC(=O)c1cc(-c2cccs2)nc2ccccc12	6%
COc1ccccc1-c1[nH]nc2ncc(-c3cccc(CO)c3)nc12	16%[176 µM]
Cc1cc(-n2cccc2)ccc1Br	21%
COc1ccc(-n2nc(C3CCN(Cc4ccc(C)cc4)CC3)[nH]c2=O)cc1	?
O=C(NCc1cccnc1-n1cccn1)c1ccc(-c2ccc(Cl)cc2)s1	20%
c1ccc2c(-c3csc(NC4CCCC4)n3)c[nH]c2c1	?
COc1cccc(Cn2c(Cc3c[nH]c4ccccc34)n[nH]c2=O)c1	9%
O=C(c1cc2ccccc2o1)N(Cc1ccc(F)cc1)C1CC1	-18%
O=C1OCCC1=COCCCCCOC=C1CCOC1=O	4%
O=C(c1cccs1)N1CCC(N[C@H](c2ccccc2)C2CC(O)C2)CC1 (stereo partly drawn)	64%[activator]
COC(=O)CCNC(=O)c1ccc(-c2ccccc2)cc1	31%[activator]
CN1CCC(Cc2ccc(C(=O)NCC3CCCCC3)cc2)CC1	4%
Cc1cc(C)cc(NC(=O)N2CCc3cc(S(=O)(=O)N4CCC(C)CC4)ccc32)c1	?
Cc1ccc(S(=O)(=O)NCCC(=O)Nc2nccs2)cc1C	7%
N#Cc1cccnc1NCc1cccc(NC(=O)c2ccncc2)c1	11%
CC1CCCCC1NC(=O)C1CC1C (stereo not drawn)	19%
COc1cc(C(C)=O)ccc1OCC(=O)N1CCCC1c1ccc2c(c1)OCCCO2 (stereo not drawn)	-6%
CC(=O)NCC(=O)N1Cc2ccccc2CC2(CCCN2CC2CCNCC2)C1 (stereo not drawn)	-1%[6.33 µM]
CC1(C)CC(=O)C2=C(C1)N(N1CCOCC1)C(N)=C(C#N)C2c1ccccc1Cl (stereo not drawn)	?
C=CCNC(=O)c1cc(=O)[nH]c2ccc(S(=O)(=O)N(CC)CC)cc12	-29%
O=C(NCc1ccccc1)[C@H]1CCCN1C(=O)[C@H]1CCCN1C(=O)C1CCCCC1	?
Cc1cccc(C(=O)NC(C)c2ccc(-c3ccccc3)cc2)c1 (stereo not drawn)	12%
CN(C)c1ccc(C(=O)/C=C/c2ccncc2)cc1	?
C[C@H](O)[C@@H]1C(=O)N2CCc3ccc(-c4ccccc4)cc3[C@@H]2C[C@@H]1N(C)C(=O)c1ccco1	?
Cn1c(=O)c2c(nc(NCCOCCO)n2Cc2ccccc2Br)n(C)c1=O	5%
O=C(NC(Cc1ccccc1)C(=O)O)c1cccc(C(F)(F)F)c1 (stereo not drawn)	-19%
Cc1c(-c2ccccc2)oc2c(C(=O)N3CCCN(CC(=O)NC(C)(C)C)CC3)cccc2c1=O	59%[activator]
Cc1ccccc1-c1cc2nc(Oc3cccc4ccccc34)n(C)c(=O)c2s1	9%
CCNC(=O)c1n[nH]c2c1CN(C(=O)c1ccc(OC(F)(F)F)cc1)CC2	52%[activator]
COc1ccc(-c2cc3c(=O)n(CCNC(=O)c4cccc(OC)c4OC)ccn3n2)cc1	40%[activator]

(more compounds)
SMILES	12-LOX inh
COc1ccc(OC)c(C(=O)NC2CCCC2)c1	9%
O=C(N/N=C/c1cccs1)c1ccccc1Br	-19%
CC(C)C(=O)NCC(C)(C)CNC(=O)C(C)C	-1%
CCCCCCN1C[C@H](O)[C@@H](n2cc(C3CC3)nn2)C[C@@H]1c1ccccc1	-19%
N#C/C(=C/c1ccccc1C=O)c1nc2ccccc2s1	?
O=C(c1ccccn1)N1CCC(c2n[nH]c(=O)n2Cc2ccc(F)cc2)CC1	-2%
Cc1ncsc1C(=O)/C=C/c1ccc(F)c(F)c1	-70%
CN(Cc1ccco1)C(=O)CC[C@H]1O[C@@H](n2ccc(=O)[nH]c2=O)[C@H](O)[C@@H]1O	5%
CC1(c2ccccc2)N(Cc2ccc(O)cc2)C(=O)OC12CCN(C(=O)c1cnccn1)CC2 (stereo not drawn)	5%
Cc1ncoc1C(=O)N1CCCCCCNC(=O)CC1	45%[activator]
O=c1c2nc(Nc3ccc(C(F)(F)F)cc3)ccc2ncn1Cc1ccccn1	9%[176 µM]
CC1(COCC2CC2)COc2ccc(C(=O)N3CCOCC3c3cccc(F)c3)cc2N1 (stereo not drawn)	1%[176 µM]
CC(C)CNC(=O)c1ccc2c(c1)NC(C)(CNc1ccccc1)CO2 (stereo not drawn)	-11%[176 µM]
CC(C)Oc1ccc(F)cc1-c1cc(C(=O)NCc2cc(C(F)(F)F)cc(C(F)(F)F)c2)[nH]n1	-16%
CCc1ccsc1C(=O)N(CC#N)C1CC1	-19%
CCN(CC)C(=O)c1cc2c(s1)CCC(C(=O)NCc1cccnc1)C2 (stereo not drawn)	26%
Cc1ccc2nc(CN(C)C(=O)[C@@H](Cc3ccccc3)NC(=O)[C@H]3O[C@@H](n4cnc(C(N)=O)n4)[C@H](O)[C@@H]3O)[nH]c2c1	-3%
CN1C[C@H](NCc2nccn2C)CCC[C@@H](C(=O)NC2CCOCC2)CC1=O	6%[176 µM]
Cc1cc(Cl)ccc1NC(=O)c1ccc(NC(=O)C2=CSCCO2)cc1	?
Cc1ccc(-n2nnnc2SCC(=O)Nc2ccc3nccnc3c2)c(C)c1	?
Cc1cccc(C)c1OCC(O)CN1CCN(C(=O)c2ccccc2)CC1 (stereo not drawn)	?
CN1C(=O)CO[C@H](c2ccc(NC(=O)c3cccc(C#N)c3)cc2)[C@H]1CO	47%[activator][176 µM]
Cn1nc(C(=O)OC/C(O)=C(/C#N)c2nc3ccccc3[nH]2)c2ccccc2c1=O	-1%
COc1ccc(C(=O)NCC(=O)N2CCCCCNC(=O)CC2c2ccccc2)cn1 (stereo not drawn)	-2%
